# PTAP TSG101 blk – qHTS Assay for Iinhibitors of HIV-1 Budding by Blocking the Interaction of PTAP/TSG101 | Potency, µM (titrated, usually from 115 µM), without a hit: top-dose activity change, negative = inhibition, actives largely listed as inhibitors | 340,000 tested, under 10 active | Fluorescence polarization, FITC-PTAP peptide / Tsg101 binding | Tumor susceptibility gene 101 protein (Homo sapiens), Q99816 | AID 493005, 2010; active = well fitted inhibition curve with a large enough effect in the main read-out, with a control signal flat, not every such curve was filed as active; inconclusive = small, poorly fitted or top-dose-only effect, or effect the other way, or a change in a side signal; inactive = no such curve, though single readings can be large or run the other way; note: potency is the fitted concentration of half-maximal effect; % of control where 0% means no effect
# Target sequence (Q99816 whole entry, looked up): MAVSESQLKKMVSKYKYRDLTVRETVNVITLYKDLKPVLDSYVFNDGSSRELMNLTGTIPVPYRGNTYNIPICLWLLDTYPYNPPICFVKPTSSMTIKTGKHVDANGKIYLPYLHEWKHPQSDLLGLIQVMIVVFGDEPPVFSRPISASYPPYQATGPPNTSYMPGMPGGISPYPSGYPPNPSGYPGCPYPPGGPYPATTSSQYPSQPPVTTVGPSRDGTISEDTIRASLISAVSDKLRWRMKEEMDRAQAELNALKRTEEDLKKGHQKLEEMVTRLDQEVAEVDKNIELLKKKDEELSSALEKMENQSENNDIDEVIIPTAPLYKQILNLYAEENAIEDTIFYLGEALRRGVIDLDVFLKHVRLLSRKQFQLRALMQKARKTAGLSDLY
#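 Tsg101 binding domain (10 uM final) was mixed with compound and a FITC-labeled PTAP peptide (50 nM final) in HEPES pH 7.5 buffer with NaCl, Tween 20, EDTA and TCEP; fluorescence polarization was read after 20 min at r.t.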
# Chronic BCR inh – qHTS Assay to Find Inhibitors of Chronic Active B-Cell Receptor Signaling. ABC-DLBCL IkBa-CBG/CBR reporter, luminescence ratio, 4 h. Potency, µM (top dose mostly 46.1 µM), for the others: top-dose ratio change, negative = lower green/red ratio, actives largely listed as inhibitors. 0.05% of 340,000 active. AID 493014, 2011; active = well fitted inhibition curve with a large enough effect in the signal ratio, with a control signal flat, not every such curve was filed as active; inconclusive = small, poorly fitted or top-dose-only effect, or effect the other way, or a change in a side signal; the % refers to the signal ratio;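 note: potency is the fitted concentration of half-maximal effect; plate controls were basal doxycycline-induced cells for no effect and cells given 10 µM MG132 for full effect; MG132 reads +100%, hits lower the ratio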
#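 Compounds up to 46 uM were incubated four hours with TMD8 cells whose green CBG68 luciferase is fused to IkappaBalpha; red CBR luminescence normalised the signal, and concentration-effect curves were fitted to fusion, red and ratio data.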
# AT treatment – qHTS Assay for Identifying a Potential Treatment of Ataxia-Telangiectasia. 0.19% of 320,000 active. Potency, µM (highest dose often 57.5 µM), for the others: at the highest dose activation, usual class: activators. […] A-T fibroblasts, KAP-1 phosphorylation AlphaLISA; neocarzinostatin DNA damage 30 min before lysis; note: potency is the fitted concentration of half-maximal effect; % of control where 0% means no effect; nearly all actives have a fitted effect of over 45% in size
#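 ATM-like activity read as KAP-1 phosphorylation via AlphaLISA donor/acceptor antibody pairs after lysis and 6 hr at 25C. Cells were ATM-null patient fibroblasts ([…], hTERT), dosed 60 min, then exposed to the DSB inducer NCS for 30 min.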
# a7 integrin act – qHTS for Activators of Integrin-Mediated Alleviation for Muscular Dystrophy; alpha7betagal myoblasts, beta-gal FDG fluorescence, 48 h; Potency, µM (doses to about 38.3 µM), without a hit: top-dose activation, most hits filed as activators; 0.064% of 350,000 active;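 note: potency is the fitted concentration of half-maximal effect; 100% = response of the positive control SU9516; nearly all actives have a fitted effect of over 60% in size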
#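 Alpha7betagal+/- myoblasts (passage 13) were plated 16-24 hr, then exposed to compounds (1:260 dilution of DMSO stock) for 48 hours at 37C. After MPER lysis, β-galactosidase reporter activity was read as FDG fluorescence (ex 480/em 540) after 30 minutes.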
# Tb PFK inh – qHTS Assay to Find Inhibitors of T. brucei phosphofructokinase; ATP-dependent 6-phosphofructokinase (Trypanosoma brucei brucei), O15648; T. brucei PFK, ADP-Glo luminescence; Potency, µM (top dose mostly 57.5 µM), for inactives: at the highest dose activity, negative = inhibition, hits mostly inhibitors; 0.17% of 330,000 active;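 note: potency is the fitted concentration of half-maximal effect; 0% = uninhibited 1x PFK enzyme wells and -100% = no-enzyme wells; nearly all actives have a fitted effect of over 60% in size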
# Target sequence (O15648 whole entry, looked up): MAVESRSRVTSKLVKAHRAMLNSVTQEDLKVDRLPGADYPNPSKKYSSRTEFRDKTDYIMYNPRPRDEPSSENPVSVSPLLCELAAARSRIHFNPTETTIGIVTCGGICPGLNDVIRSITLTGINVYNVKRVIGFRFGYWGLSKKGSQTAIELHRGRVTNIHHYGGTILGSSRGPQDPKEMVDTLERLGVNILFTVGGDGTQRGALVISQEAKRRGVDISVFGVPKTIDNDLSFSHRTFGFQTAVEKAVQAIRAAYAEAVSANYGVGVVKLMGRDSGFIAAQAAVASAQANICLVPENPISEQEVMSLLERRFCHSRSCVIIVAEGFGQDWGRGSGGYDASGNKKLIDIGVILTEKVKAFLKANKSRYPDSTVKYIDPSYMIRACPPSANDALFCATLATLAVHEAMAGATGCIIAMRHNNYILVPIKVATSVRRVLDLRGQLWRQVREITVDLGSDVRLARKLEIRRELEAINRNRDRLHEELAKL
#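 ADP-Glo luminescence quantified ADP after 45 min at room temperature, with 1.25 nM T. brucei PFK, 0.1 mM ATP and 0.5 mM fructose-6-phosphate in pH 8.0 TEA buffer. qHTS titrations up to 57 µM; curves classified by quality.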
# ELG1 repair inh – qHTS screen for small molecules that inhibit ELG1-dependent DNA repair in human embryonic kidney (HEK293T) cells expressing luciferase-tagged ELG1. AID 504467, 2011. Potency, µM (titrated, usually from 46.1 µM), for the others: at the top dose activity change, negative = inhibition, actives largely listed as inhibitors. HEK293T ELG1-luciferase reporter, luminescence, 16 h; DNA damage induced by 5-fluorouridine. 2.3% of 330,000 active; note: potency is the fitted concentration of half-maximal effect; % is set by controls: 0 for no effect and ±100 for the full control effect; nearly all actives have a fitted effect of over 55% in size
#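 In this reporter screen, reduction of luminescence relative to DMSO vehicle indicated activity. Compounds and 5-fluorouridine were added together to 2,000 cells per well, incubated for 16 hr at 37 °C, then developed with ONE-Glo.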
# TSHR antagonist – Antagonists of the Thyroid Stimulating Hormone Receptor: HTS campaign. 0.2% of 330,000 active. activity change, negative = inhibition, % at 11.5 µM. TSHR-expressing cells, TSH-stimulated cAMP HTRF, 2 h; hits give low values. Thyrotropin receptor (Homo sapiens), P16473. AID 504810, 2011;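 active = activity change below a set negative limit, meaning inhibition stronger than a set level, cut at about -70% in these data; inconclusive = activity change between two set negative limits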; note: % is set by controls: 0 for no effect and ±100 for the full control effect
#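 TSHR-expressing cells were treated with compounds, then stimulated with TSH at EC80 (4nM final) for 2 hours at 37 deg C. Cellular cAMP was measured by HTRF competition between lysate cAMP and cAMP-d2 for a cryptate-labelled anti-cAMP antibody.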
# S-ASM inh – Inhibitors of Secretory Acid Sphingomyelinase (S-ASM): qHTS | Sphingomyelin phosphodiesterase (Homo sapiens), P17405 | 0.006% of 340,000 active | Potency, µM (top dose mostly 57.5 µM), for inactives: at the top dose activity change, negative = inhibition, most hits filed as inhibitors | AID 504937, 2011 | placental ASM, HMU-PC fluorogenic substrate, 60 min; note: potency is the fitted concentration of half-maximal effect
#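 qHTS format. ASM enzyme prepared from human placenta hydrolyses the fluorogenic substrate HMU-PC0 (9 uM final) over 60 min at 37 °C after a 10 min compound preincubation.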
# Eya2 phos inh – qHTS Assay for Inhibitors of the Phosphatase Activity of Eya2; recombinant Eya2, OMFP fluorescence dephosphorylation (OMFP is methylfluorescein phosphate); Potency, µM (top dose mostly 76.9 µM), inactives show top-dose activity, negative = inhibition, hits mostly inhibitors; 0.006% of 330,000 active; AID 488837, 2010; note: potency is the fitted concentration of half-maximal effect; % is set by controls: 0 for no effect and ±100 for the full control effect
#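 Eya2 (0.2 uM) preincubated 10 min at ambient with compound, then OMFP substrate added at 50 uM; 10 min reaction in 50 mM HEPES pH 7.5, 50 mM NaCl, 5 uM MgCl2, 0.05% BSA, 1 mM DTT. Fluorescence read at Ex 485/Em 525 nm.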
# Mito fusion yeast – qHTS Assay for Small Molecule Inhibitors of Mitochondrial Division or Activators of Mitochondrial Fusion; S. cerevisiae fusion-defective mutant growth rescue, CellTiterGlo 48 h; Potency, µM (titrated, usually from 46.1 µM), for inactives: at the highest dose growth rescue (activation), actives largely listed as activators; 0.23% of 320,000 active; AID 485298, 2010;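 note: potency is the fitted concentration of half-maximal effect; % of control where 0% means no effect; nearly all actives have a fitted effect of over 45% in size; temperature-sensitive fusion mutants such as fzo1-1 at 37 °C on non-fermentable ethanol glycerol medium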
#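 Temperature-sensitive fusion-defective S. cerevisiae (e.g. fzo1-1, mgm1-5) were grown with compound in YPEG medium (3% ethanol, 3% glycerol) for 48 hours at 37C. Growth rescue was measured as viability by CellTiterGlo luminescence after 10 minutes at ambient.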
# TCR activator – Activators of T cell receptors: qHTS campaign; 330,000 tested, under 10 active; AID 504894, 2011; Potency, µM (top dose mostly 9.22 µM), without a hit: at the highest dose activation of IL-2 secretion, usual class: activators; primary human leukocytes, anti-CD3, IL-2 HTRF, 48 h; note: % of control where 0% means no effect
#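 Activity was scored as IL-2 release from primary human leukocytes given only a TCR signal (a-CD3 beads) plus compound for 48 hr. Detection used a two-antibody HTRF format read at 665nm.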
# Active calls of the source: *; i = inactive; ? = inconclusive; · = no result given; [ ] = another dose, or the depositor's remark. Unless noted, calls come from the whole dose curve; as a rule, active = well fitted curve in the direction sought with a large enough effect; inconclusive = small, poorly fitted or top-dose-only effect, or another doubt; inactive = no such curve, though single readings can be large; an effect the other way counts as inactive or inconclusive.
SMILES,PTAP TSG101 blk,Chronic BCR inh,AT treatment,a7 integrin act,Tb PFK inh,ELG1 repair inh,TSHR antagonist,S-ASM inh,Eya2 phos inh,Mito fusion yeast,TCR activator
CC(C)(C)OC(=O)N1CCC(NC(=O)c2ncn(Cc3ccccc3)c2C(=O)NC2CCN(C(=O)OC(C)(C)C)CC2)CC1,-7%,0%,-6%,-9%,0%,?,-1,-6%,-12%,-6%,6%
COCCn1c(CN2CCN(c3cccc(Cl)c3)CC2)nc2c1c(=O)n(C)c(=O)n2C,-1%,?,7%,-34%,-7%,15µM*,-20,-4%,-3%,-1%,0%
COc1ccc(CC(=O)Nc2ccccc2C(=O)N2CCCC2)cc1,-5%,1%,2%,?,9%,5%,-9,2%,3%,-1%,8%
O=C1CNC(=S)N1CCc1ccc(O)c(O)c1,0%,3%,10%,-9%,-1%,11%,12,1%,1%,6%,6%
Cc1ccccc1C1C(C#N)=C2N=C(N)c3c(sc4c3CCCCC4)N2C2=C1C(=O)CC(C)(C)C2 (configuration not stated),-3%,5%,3%,3%,3%,-17%,-6,-10%,5%,-3%,2%
C=CCNC(=S)N/N=C/c1ccc(C(C)(C)C)cc1,2%,11µM*,7%,-11%,-5%,?,-12,-9%,-3%,-10%,0%
COCCCN1C(=O)C(O)=C(C(=O)c2ccco2)C1c1ccccc1 (configuration not stated),-8%,-1%,5%,-14%,-5%,-1%,18,-5%,5%,-1%,-2%
Cc1ccc(C(=O)O)cc1N1CCCC1=O,1%,-1%,-2%,-3%,3%,9%,16,-5%,1%,-1%,5%
CC1CCN(Cc2ccc(-c3nnn(CC(=O)NC4CCCCC4)n3)cc2)CC1,-1%,2%,2%,-27%,1%,-3%,0,3%,0%,0%,-2%
CCCCC(=O)Nc1ccc2c3c(cccc13)CC2,1%,6%,-8%,16%,6%,24%,11,5%,1%,13%,·
O=C(COc1ccc2c(-c3ccccc3)cc(=O)oc2c1)NC1CCS(=O)(=O)C1 (configuration not stated),0%,-11%,3%,·,0%,-18%,-8,-1%,18%,-8%,0%
CCc1ccccc1NC(=O)CC1CS(=O)(=O)CC1CC(=O)Nc1ccccc1CC (configuration not stated),-5%,9%,2%,-1%,9%,6%,-5,4%,-6%,3%,-6%[46.1 µM]

# The last two entries of the section before are carried over, then new ones follow.
SMILES,PTAP TSG101 blk,Chronic BCR inh,AT treatment,a7 integrin act,Tb PFK inh,ELG1 repair inh,TSHR antagonist,S-ASM inh,Eya2 phos inh,Mito fusion yeast,TCR activator
O=C(COc1ccc2c(-c3ccccc3)cc(=O)oc2c1)NC1CCS(=O)(=O)C1 (configuration not stated),0%,-11%,3%,·,0%,-18%,-8,-1%,18%,-8%,0%
CCc1ccccc1NC(=O)CC1CS(=O)(=O)CC1CC(=O)Nc1ccccc1CC (configuration not stated),-5%,9%,2%,-1%,9%,6%,-5,4%,-6%,3%,-6%[46.1 µM]
Cc1c(C(=O)OC(C)C(=O)N(C)Cc2ccccc2)oc2ccccc12 (configuration not stated),-1%,?,8%,-23%,9%,-29%,-33,-5%,-35%,·,1%
NS(=O)(=O)c1ccc(NC(=S)Nc2ccc(F)c(F)c2)cc1,-1%,7%,7%,24%,-12%,-9%,4,-1%,-3%,-2%,1%[46.1 µM]
Cc1ccccc1OCCC(=O)OCC(=O)N(C)c1c(N)n(Cc2ccccc2)c(=O)[nH]c1=O,·,1%,5%,3%,-7%,13%,-7,5%,-1%,0%,-8%
N#CCc1ccc(NC(=O)Nc2cccc(Cl)c2)cc1,-6%,-9%,8%,-8%,?,7%,-7,-18%,-28%,-3%,5%
COc1ccc(C(=O)OCC(=O)NC(=O)CCSc2ccccc2)cc1,2%,-1%,29%,-17%,1%,4%,-3,1%,-10%,-1%,1%[46.1 µM]
Cc1ccc2cccc(OCC(=O)c3cc(C)n(Cc4ccco4)c3C)c2n1,·,-8%,2%,·,16%,2%,3,·,17%,2%,·
N#Cc1c(NC(=O)COC(=O)C2CC3C=CC2C3)oc(-c2ccccc2)c1-c1ccccc1 (configuration not stated),-5%,?,6%,-29%,9%,-3%,-8,-1%,-2%,0%,-3%
CC(=O)c1cccc(NC(=O)N2C3CCC2CC(NC(=O)C2CC2)C3)c1 (configuration not stated),-3%,8%,7%,8%,0%,4%,-13,-2%,10%,-1%,-1%
Cc1cnccc1CN(C)Cc1cn(C)nc1-c1cccc(Cl)c1,0%,?,5%,-6%,1%,12%,0,1%,-14%,3%,-4%
O=C(NCC1CCCN1S(=O)(=O)c1cccs1)c1ccccc1 (configuration not stated),-3%,2%,7%,10%,-15%,8%,3,-4%,19%,4%,0%
COc1ccc(OC)c(NC(=O)COC(=O)CN(C)S(=O)(=O)c2ccc(C)cc2)c1,-1%,2%,-2%,2%,6%,-2%,-7,2%,-2%,0%,-5%[46.1 µM]
Nc1c(C(=O)NCc2ccco2)c2nc3ccccc3nc2n1CCc1ccc(F)cc1,-1%,?,-1%,-43%[inhibitor],-4%,?,8,i,-41%,?,-2%
O=Cc1ccccc1OCCCOc1cccc2cccnc12,0%,?,7%,-50%[inhibitor],2%,23%,7,6%,5%,-3%,10%
C=C(c1cccc2ccccc12)P(=O)(O)O,-2%,?,-2%,21%,9%,9%,15,-8%,4%,-1%,6%
CCN(CC)CCNC(=O)c1cc2c(s1)-c1ccccc1SC2,-1%,?,11%,-68%[inhibitor],1%,-1%,2,254%[activator],-23%,2%,3%
COc1ccc(-c2csc(Cc3nnc4n3CCCCC4)n2)cc1OC,2%,2%,22%,-14%,-3%,24%,4,4%,10%,2%,0%
CCOC(=O)c1ccc(C(=O)NNC(=O)C2C3C=CC(C3)C2C(=O)O)cc1 (configuration not stated),-8%,?,3%,-10%,0%,11%,4,1%,-2%,0%,-4%
Cc1noc(NS(=O)(=O)c2ccc(NC(=O)c3nn(-c4ccccc4)ccc3=O)cc2)c1C,-1%,5%,-5%,41%,1%,22%,33,0%,1%,-2%,0%
COc1ccccc1CCC(=O)OCC(=O)Nc1cc(C)nn1-c1ccccc1,0%,-7%,4%,-18%,-3%,0%,-4,2%,5%,-1%,-18%
Cc1ccccc1NCC(=O)Nc1cc(S(=O)(=O)N2CCCCC2)ccc1C,0%,7%,-2%,32%,1%,-12%,21,1%,4%,-1%,·
CCCCn1c(N)c(N(CCC(C)C)C(=O)C2CCCN(C(=O)c3ccc(Cl)cc3)C2)c(=O)[nH]c1=O (configuration not stated),-1%,0%,4%,-14%,-2%,-11%,-9,·,20%,-11%,-4%
Cc1ccc(CNC(=O)C(C(=O)NCc2ccc(C)o2)c2ncc(C(F)(F)F)cc2Cl)o1,0%,3%,-1%,35%,7%,11%,16,1%,7%,8%,1%
COc1ccc(OC)c(C2=NOC(C(=O)Nc3cccc(C(C)=O)c3)C2)c1 (configuration not stated),-10%,-5%,-2%,6%,2%,?,-3,-3%,5%,-4%,3%
Clc1ccc(-c2cnc3n2CCC3)cc1,1%,?,-7%,-4%,0%,?,-7,122%,-4%,-3%,-2%
CC(C(=O)N(C)C)N(C#N)c1nc(N(C)C)nc(N(C)C)n1 (configuration not stated),0%,?,2%,7%,1%,2%,6,5%,17%,0%,-3%
